Assay outcomes: PubChem BioAssay, several laboratories
MT1-MMP txn act – activates MT1-MMP transcription | HT1080 MT1-MMP promoter luciferase reporter, luminescence, overnight; active compounds read high | activation factor at 10 µM | 86,000 compounds, 0.16% hits | AID 750;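 active means activation factor of at least 2 for MT1-MMP transcription at 10 µM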
VCAM1 TNFa inh – reduces TNF alpha induced VCAM1 expression in HUVEC. HUVEC TNFa-induced VCAM-1 immunofluorescence, high-content imaging. inhibition, % at 2 µM. 95,000 compounds, 0.48% hits;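 active means inhibition above the batch mean plus 3 SD, with images confirmed as a hit by eye, cut at about 37% in these data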;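 further: 0% = TNF-stimulated DMSO wells and 100% = unstimulated control wells; not every result past the cut was called active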
IL1B cytotox – HUVEC cytotoxicity counter-screen, IL-1B stimulated; cell count reduction, % at 2 µM; HUVEC cell count loss, Hoechst imaging; 94,000 compounds, 0.41% hits;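 active means cell count reduction more than 3 SD above the screen-wide mean, cut at about 70% in these data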;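 further: normalized per plate to untreated control cells as the no-loss baseline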
Candida biofilm – kills Candida albicans biofilms; C. albicans biofilm + clotrimazole, Alamar Blue; AID 834; inhibition, % at 6 µM; 85,000 compounds, 0.14% hits;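 active means inhibition above 20%; inactive means inhibition below 20%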;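 further: preformed 24 hr biofilms exposed to compound for 48 hr; 0% = biofilm without compound and 100% = blank killed by clotrimazole plus chlorhexidine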
TNFa cytotox – HUVEC cytotoxicity counter-screen, TNF alpha stimulated. HUVEC TNFalpha-stimulated, Hoechst cell count, imaging. cell count reduction, % at 2 µM. 93,000 compounds, 0.17% hits;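 active means cell count reduction exceeding the screen mean by over 5 SD, scaled to untreated wells per plate, cut at about 78% in these data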;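 further: cells counted after 24 h of TNF alpha exposure following the 1 h pretreatment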
LYP inh 2 – blocks human PTPN22 phosphatase activity | recombinant LYP catalytic domain, DiFMUP fluorescence | inhibition, % at 2 µM | 96,000 compounds, 0.21% hits | AID 640;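 active means inhibition at 2 µM at or above a set limit, the screen mean plus 3 SD, cut at about 24% in these data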;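 further: 0% = DMSO with enzyme and 100% = enzyme fully blocked by orthovanadate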
Smad3 FoxH1 inh – inhibitors of human Smad3 transcription factor binding. P84022. TR-FRET Smad3/Dy647-FoxH1 peptide binding, europium anti-His. inhibition, % at 25 µM. 88,000 compounds, 0.29% hits. AID 630;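 active means compounds that reduce the energy-transfer binding signal between the protein and its labelled peptide by more than half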;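 further: 0% = Smad3 plus labelled peptide maximal FRET and 100% = peptide-only background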
Target sequence (P84022 whole entry, looked up): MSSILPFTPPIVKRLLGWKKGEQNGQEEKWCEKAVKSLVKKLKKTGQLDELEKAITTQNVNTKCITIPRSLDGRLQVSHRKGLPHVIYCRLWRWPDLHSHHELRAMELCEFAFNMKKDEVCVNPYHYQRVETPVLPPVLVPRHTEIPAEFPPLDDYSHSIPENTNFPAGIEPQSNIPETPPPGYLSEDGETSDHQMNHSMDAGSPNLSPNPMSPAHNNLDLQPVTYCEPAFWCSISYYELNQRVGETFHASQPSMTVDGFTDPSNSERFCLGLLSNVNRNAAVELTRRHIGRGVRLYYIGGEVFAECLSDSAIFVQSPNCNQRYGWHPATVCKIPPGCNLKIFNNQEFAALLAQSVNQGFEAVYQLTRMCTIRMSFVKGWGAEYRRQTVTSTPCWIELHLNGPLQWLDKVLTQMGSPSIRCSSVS
hDAT+cocaine – modulates human dopamine transporter uptake under cocaine; LLC-PK1 hDAT cells, [14C]-dopamine uptake with cocaine IC80; actives deviate in either direction; B-score at 10 µM; Q01959; 110,000 compounds, 1.3% hits; AID 449768;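 active means Z score or B-score, a plate-position-corrected score, falls beyond the plate's 99.7% confidence bounds, in either direction; inactive means both scores lie inside the 99.7% bounds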;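 further: scored against the spread of the other compound wells on the same plate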
Target sequence (Q01959 whole entry, looked up): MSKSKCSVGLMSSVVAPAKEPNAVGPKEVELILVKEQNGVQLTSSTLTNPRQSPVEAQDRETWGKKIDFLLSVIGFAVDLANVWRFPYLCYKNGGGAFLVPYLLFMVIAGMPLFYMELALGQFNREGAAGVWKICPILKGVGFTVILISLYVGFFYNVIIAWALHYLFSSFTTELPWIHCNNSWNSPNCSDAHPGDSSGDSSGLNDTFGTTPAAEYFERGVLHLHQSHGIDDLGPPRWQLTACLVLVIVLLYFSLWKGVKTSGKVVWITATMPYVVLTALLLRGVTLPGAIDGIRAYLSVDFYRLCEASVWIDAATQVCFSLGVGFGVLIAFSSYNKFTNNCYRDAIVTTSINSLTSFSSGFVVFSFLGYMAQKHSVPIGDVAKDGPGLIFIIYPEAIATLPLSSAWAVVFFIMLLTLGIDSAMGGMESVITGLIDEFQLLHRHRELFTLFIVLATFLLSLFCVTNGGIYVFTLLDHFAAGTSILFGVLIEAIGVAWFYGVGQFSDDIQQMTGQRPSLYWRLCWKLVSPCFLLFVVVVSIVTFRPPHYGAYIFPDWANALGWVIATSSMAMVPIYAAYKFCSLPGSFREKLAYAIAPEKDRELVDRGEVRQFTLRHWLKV
F-actin modifier – cytoskeleton assembly modification; inhibition, % at 2 µM; AID 836; 91,000 compounds, 0.18% hits; HUVEC TNFa F-actin phalloidin imaging, high content;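 active means inhibition above the batch mean plus 3 SD and confirmed as a hit by visual image inspection, cut at about 30% in these data, passing the limit was not always enough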; further: strong numbers were not always called active
Starred values were filed as active, the others as inactive; nt = not tested or not shown; [ ] = remark or other dose. This is a subset; count on the stated rates, not on these rows.

SMILES	MT1-MMP txn act	VCAM1 TNFa inh	IL1B cytotox	Candida biofilm	TNFa cytotox	LYP inh 2	Smad3 FoxH1 inh	hDAT+cocaine	F-actin modifier
Clc1ccc2noc(-c3ccccc3)c2c1	1.2	-24.1	15.7	-2.6	0.0	7.0	-9.2	0.00951	-4.7
O=c1c2c([nH]c3ccccc13)CCCCCC2	1	12.9	14.3	3.0	7.2	-7.0	-1.5	-0.749	4.7
CCC(=O)N(Cc1cc2cc(OC)ccc2[nH]c1=O)c1ccccc1C	1.1	13.7	-12.1	4.6	-31.9	4.6	9.1	1.03	-15.2
O=C(Nc1ncc(C(F)(F)F)cc1Cl)C1COc2ccccc2O1 (stereo unspecified)	1	1.2	-10.6	6.2	5.4	2.1	1.7	1.04	10.8
Cc1nn(Cc2ccc(C(=O)Nc3nccs3)cc2)c(C)c1Cl	1.1	-0.6	-4.0	6.7	-8.0	-3.1	4.1	nt	38.9
O=S(=O)(NCc1cccnc1)c1ccccc1	1.1	1.2	0.3	6.1	-52.7	1.1	-2.4	0.291	nt
COc1ccc(CN2CCN(S(=O)(=O)c3ccc(NC(C)=O)cc3)CC2)cc1OC	1.2	12.1	-6.9	7.7	0.0	-19.0	3.0	-0.123	-11.4
COc1ccc(-n2c(C)nc3cc(C(=O)O)ccc32)cc1	1.1	16.6	nt	-1.8	12.2	0.5	6.2	-0.177	5.3
CCC(C)(C)n1nnnc1C(c1cc2ccc(OC)cc2[nH]c1=O)N1CCc2ccccc2C1 (stereo unspecified)	1.1	15.3	44.9	8.2	-20.5	-8.5	-0.6	1.66	-15.0
CCCc1[nH]nc2c1C(c1ccc(OCCN3CCOCC3)c(OC)c1)C(C#N)=C(N)O2 (stereo unspecified)	1.4	nt	nt	-1.8	nt	nt	6.5	1.03	nt
O=C(Cn1cc2c(n1)CCCC2)Nc1ccccc1Br	1	8.3	-1.8	5.7	21.0	-4.1	12.4[fluorescence artefact?]	-0.435	-7.1
COc1ccc(Nc2cc(C)nc3ncnn23)c(OC)c1	1.2	7.1	1.1	3.4	-25.8	-6.2	-0.2	0.647	-16.9
CCCC(=O)Nc1ccc(NC(=O)c2ccccc2Cl)nc1	1.5	-3.2	-19.4	0.7	-11.1	1.2	-1.0	-0.187	8.3
COc1ccccc1N1CCN(C(c2cccs2)C(C)NC(=O)c2cccs2)CC1 (stereo unspecified)	1.2	-34.6	15.7	1.5	-16.2	12.3	7.2	0.403	12.9
COC(=O)C1CSC(C(=O)OC)N1C(=O)Nc1ccccc1 (stereo unspecified)	nt	1.3	-7.4	nt	-15.5	9.1	nt	-1.79	-17.0
CN(C)c1ccc(C2C3=C(CCCC3=O)OC3=C2C(=O)CCC3)cc1	1.2	10.3	-6.4	-0.1	-5.5	-1.0	-1.2	0.411	0.6
C=CCCC(=O)Nc1nc(C)c(-c2csc(Nc3ccccc3OC)n2)s1	nt	5.3	-3.1	nt	-6.3	5.3	nt	1.44	-10.5
Cc1cc(=O)oc2c1ccc1oc(/C(=N/O)c3ccccc3)c(C)c12	1.1	7.2	-17.9	1.6	-13.5	1.7	1.1	0.105	-14.6
O=C1C(C2=NC(C(=O)O)C3C(=O)N(c4ccc(Cl)cc4)C(=O)C23)=C(O)c2ccccc21 (stereo unspecified)	nt	13.4	21.0	nt	0.6	8.0	nt	0.794	24.5
O=C(c1cnn2c(C(F)(F)F)cc(-c3ccco3)nc12)N1CCCc2ccccc21	1.2	-16.3	-12.4	9.7	-28.9	4.5	-14.5	1.95*	4.5
COc1ccc(-c2ccc(-c3noc(C4CCCCC4)n3)c(OC)n2)cc1	1.1	3.4	-21.5	-3.0	-12.1	-5.0	11.2	-0.408	25.0
CC1=CCC(C(=O)O)C(C(=O)Nc2nc3ccc(S(C)(=O)=O)cc3s2)C1 (stereo unspecified)	1.1	-3.2	5.5	0.7	-3.9	-7.6	-10.8	0.728	-17.4
Cc1ccc(NCc2nnc(SCC(=O)c3ccccc3)o2)c(C)c1	1.1	7.4	-20.3	6.0	0.8	-4.9	7.1	0.418	-3.9
CC1CN(C(=O)C(C)N2C(=O)c3ccccc3C2=O)CC(C)O1 (stereo unspecified)	1.1	nt	nt	-0.6	nt	nt	-10.3	0.0139	nt
CCCn1c(SCc2ccc(Cl)cc2)nc2c1c(=O)[nH]c(=O)n2C	1.3	9.8	-11.7	-5.9	-4.3	8.1	6.2[fluorescence artefact?]	0.0494	-2.8
N#CCc1c(C#N)c(N)nc(N2CCN(c3ccc(F)cc3)CC2)c1C#N	1	16.9	-4.3	6.0	-11.4	-13.4	0.7	0.511	6.1
CS(=O)(=O)N(CC(=O)NCCc1ccccc1)C1CCCCC1	1.1	-1.8	14.5	-0.1	1.6	5.7	-2.4	1.56	-24.0
Nc1ccc(SCCN2C(=O)c3ccccc3C2=O)cc1	1.3	4.2	19.6	13.6	9.8	-4.3	0.8	-0.364	-0.4
COc1cccc(NC(=O)Cn2nnc(C(=O)Nc3ccccc3)c2N)c1	1.2	-6.9	-22.5	8.6	-7.2	3.5	2.7	0.00758	7.0
Cc1noc(C(=O)NCc2ccco2)c1Cl	1.1	nt	nt	12.2	nt	nt	0.7	-0.402	nt
CC(=O)c1cc(C#N)c(SCC(=O)O)nc1C	1.1	-2.9	-141.2	-0.2	-3.1	11.6	-9.1	0.0207	6.0
CC(Oc1ccccc1F)C(=O)Nc1ccc2ccccc2c1 (stereo unspecified)	2*	-2.3	-28.9	7.7	-17.1	5.0	-7.0	0.387	1.2
COc1ccc2c(c1)C(c1ccc([N+](=O)[O-])cc1)=NNC(c1ccco1)=N2	nt	-6.5	9.2	nt	0.0	0.2	nt	-0.489	nt
O=c1/c(=C\c2cccn2-c2ccccc2)sc2nc3ccccc3n12	1.4	nt	nt	3.2	nt	nt	-4.2	-0.683	nt
Cc1cc2cc3c(cc2nc1SCC(=O)N1CCN(C(=O)c2ccco2)CC1)OCO3	1.1	3.9	3.1	4.0	-14.4	-4.4	-5.4[fluorescence artefact?]	-0.502	27.3
O=C(c1ccco1)N1CCC(c2nc(-c3ccccc3Cl)no2)CC1	1	-14.9	-21.8	3.5	-13.3	7.0	-5.9	1.36	-27.8
O=C(CSc1nc2ccccc2[nH]1)c1cccs1	1.4	nt	nt	-0.3	nt	nt	-4.2	0.608	nt
Brc1ccc(OCc2nc(-c3ccccn3)n[nH]2)cc1	1.3	10.2	-142.7	-0.1	-15.7	12.9	1.2	0.76	-1.4
O=C(NCc1ccco1)c1ccccc1NS(=O)(=O)c1cccs1	0.9	11.5	-11.1	5.1	-6.9	6.4	2.5	-0.0998	-21.0
Cc1cc(C(=O)CN2C(=O)NC(c3ccccc3)(c3ccccc3)C2=O)c(C)n1Cc1ccco1	1.3	0.2	-6.5	6.8	4.8	-14.8	-10.4	0.0813	26.9
CCc1nnc(NC(=O)CSc2nnc3scc(-c4ccc(C)cc4)n23)s1	1.1	17.3	20.9	-2.1	-1.9	-7.7	-1.1	0.298	-12.4
CC12CCC(C(=O)N(CSC(=S)N/N=C\c3ccccc3O)C1=O)C2(C)C (stereo unspecified)	0.9	4.4	3.7	8.4	-35.0	14.3	-4.4	0.102	-17.4
COc1ccc(OC)c(CNC(=O)COc2cc(=O)n(C)c3ccccc23)c1	1.1	nt	-7.9	10.8	nt	13.8	4.9	0.199	nt
O=C(CSc1nnc(CN2CCOCC2)n1-c1ccc(Cl)cc1)Nc1cc(Cl)ccc1O	1	21.5	-25.0	1.6	0.4	-14.1	4.0	0.726	11.7
O=c1c2cc(Br)ccc2nc(-c2cccc(C(F)(F)F)c2)n1O	nt	12.1	-61.3	nt	-15.4	8.1	nt	-1.95	-0.5
C=C(C)COc1ccc(-c2n[nH]c(C)c2-c2ccc(OC)cc2)c(O)c1	1.1	48.1	-5.3	5.8	70.9	6.5	-7.1	0.808	7.1
CCCN(CCC)C(=O)CP(=O)(c1ccccc1)c1ccccc1	1	-1.8	25.6	-0.9	17.3	-3.9	-1.4[fluorescence artefact?]	-1.01	-1.7
O=C(NC1CCCCC1)c1ccc(S(=O)(=O)NCc2ccco2)cc1	1.1	0.6	27.5	2.8	9.2	-3.6	10.6	0.321	-4.9
Cc1cc(Cl)ccc1OCC(=O)NCCOc1nc(N2CCOCC2)nc(N2CCOCC2)n1	nt	10.5	-46.0	nt	-22.0	-3.4	nt	0.793	-4.7
COc1ccc(NC(=O)CSc2ncnc3c2cnn3CCc2ccccc2)cc1	nt	9.4	nt	nt	16.4	18.6	nt	-0.603	-13.4
COc1ccc(Cc2nnc(SCC(=O)c3ccccc3)o2)cc1	1	21.6	-0.6	3.4	-3.9	-2.1	-8.5	-0.368	-10.1
CCOC(=O)/C(=C\Nc1ccccc1C(F)(F)F)Sc1ncc(C(F)(F)F)cc1Cl	1.2	1.1	-24.0	7.2	-14.6	-0.6	-10.7	0.956	1.9
Cc1cc(C(=O)COC(=O)C2COc3ccccc3O2)c(C)n1CC1CCCO1 (stereo unspecified)	0.9	6.6	-25.9	-0.6	-0.8	0.8	-1.9	-1.38	-0.2
O=C(CN1C(=O)NC2(CCCCCC2)C1=O)Nc1ccc(S(=O)(=O)N2CCOCC2)cc1	1.1	0.0	1.6	2.3	-8.9	5.2	-3.9	-0.534	-4.1
O=C1OCCC1Sc1nc2ccccc2n1Cc1ccccc1 (stereo unspecified)	1	0.8	-20.0	6.7	-15.1	-7.1	1.1	-0.0399	-12.4
O=C(CC1(C(F)(F)F)OCCO1)Nc1ccc2c(c1)OCO2	1.2	15.3	-10.5	11.1	-45.6	-3.1	8.2[fluorescence artefact?]	-0.247	10.0
CCOC(=O)Oc1ccc2c(c1)C(C)=CC(C)(C)N2C(=O)OCC	1.2	-1.8	-40.9	-1.4	1.1	6.8	-3.2	-0.00689	8.0
COCCN(C(=O)c1csnn1)C(C(=O)NC1CCCCC1)c1sccc1C (stereo unspecified)	1.1	-16.6	10.7	8.5	nt	-10.2	4.7	-0.0602	-1.9
O=P(CCN1CCCCC1)(c1ccccc1)c1ccccc1	0.9	-14.7	2.5	7.3	-5.7	3.6	7.6	-0.441	1.3
C=CCn1c(CNC(=O)c2ccco2)nnc1SCC(=O)Nc1cccc(Br)c1	1.2	-10.2	3.4	6.8	-21.9	-10.8	6.3	0.31	11.1
(more compounds)
SMILES	MT1-MMP txn act	VCAM1 TNFa inh	IL1B cytotox	Candida biofilm	TNFa cytotox	LYP inh 2	Smad3 FoxH1 inh	hDAT+cocaine	F-actin modifier
COc1cccc(NC(=S)NCCC(c2ccccc2)c2ccccc2)c1	nt	12.4	11.1	nt	-2.7	1.3	nt	0.832	-9.4
Cn1c(=O)c2c(nc(NCCc3ccccc3)n2Cc2ccccc2)n(C)c1=O	1.1	-5.8	-83.3	7.0	3.0	2.7	16.1	0.00122	-8.2
CCC1SC2=NC(C)=C(C(=O)OCC(C)C)C(/C=C/c3ccccc3OC)N2C1=O (stereo unspecified)	1.2	-3.4	5.1	3.3	-2.9	4.3	4.7	-0.568	3.6
COc1ccc(-c2cc(=O)[nH]c(NCc3ccccc3)n2)cc1	1.1	100.0*	-11.3	4.2	99.3*	9.6	7.1	-0.379	6.8

An excerpt from above in order of formula weight, rising.
SMILES	MT1-MMP txn act	VCAM1 TNFa inh	IL1B cytotox	Candida biofilm	TNFa cytotox	LYP inh 2	Smad3 FoxH1 inh	hDAT+cocaine	F-actin modifier
O=C(CSc1nc2ccccc2[nH]1)c1cccs1	1.4	nt	nt	-0.3	nt	nt	-4.2	0.608	nt
O=C1OCCC1Sc1nc2ccccc2n1Cc1ccccc1 (stereo unspecified)	1	0.8	-20.0	6.7	-15.1	-7.1	1.1	-0.0399	-12.4
Cc1nn(Cc2ccc(C(=O)Nc3nccs3)cc2)c(C)c1Cl	1.1	-0.6	-4.0	6.7	-8.0	-3.1	4.1	nt	38.9
